Source: PubChem
GluA2 TARP mod: modulators of GluA2-stargazin AMPA receptor complexes, primary screen, cell-based, membrane potential dye | Voltage-dependent calcium channel gamma-2 subunit (Mus musculus) + Glutamate receptor 2 … | HEK293 GluA2+stargazin, membrane potential dye (FDSS), glutamate EC50; hits were called plate by plate, in both directions | calls only at 30 µM | 40,000 compounds, 3.5% hits | AID 1259245, 2017;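 active means any of four per-well response measures lying three or more SD from its plate-wide compound average, in either direction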
Target sequence (O88602 whole entry, looked up): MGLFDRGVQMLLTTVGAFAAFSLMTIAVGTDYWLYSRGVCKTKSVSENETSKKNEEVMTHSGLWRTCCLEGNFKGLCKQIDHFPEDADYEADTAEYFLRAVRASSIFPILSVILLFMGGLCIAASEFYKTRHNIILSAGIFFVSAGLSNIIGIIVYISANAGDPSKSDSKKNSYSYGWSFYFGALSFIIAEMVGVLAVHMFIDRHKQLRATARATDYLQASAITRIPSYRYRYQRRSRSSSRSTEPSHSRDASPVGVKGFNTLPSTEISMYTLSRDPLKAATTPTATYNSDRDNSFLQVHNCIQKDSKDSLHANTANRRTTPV
Target sequence (P19491 whole entry, looked up): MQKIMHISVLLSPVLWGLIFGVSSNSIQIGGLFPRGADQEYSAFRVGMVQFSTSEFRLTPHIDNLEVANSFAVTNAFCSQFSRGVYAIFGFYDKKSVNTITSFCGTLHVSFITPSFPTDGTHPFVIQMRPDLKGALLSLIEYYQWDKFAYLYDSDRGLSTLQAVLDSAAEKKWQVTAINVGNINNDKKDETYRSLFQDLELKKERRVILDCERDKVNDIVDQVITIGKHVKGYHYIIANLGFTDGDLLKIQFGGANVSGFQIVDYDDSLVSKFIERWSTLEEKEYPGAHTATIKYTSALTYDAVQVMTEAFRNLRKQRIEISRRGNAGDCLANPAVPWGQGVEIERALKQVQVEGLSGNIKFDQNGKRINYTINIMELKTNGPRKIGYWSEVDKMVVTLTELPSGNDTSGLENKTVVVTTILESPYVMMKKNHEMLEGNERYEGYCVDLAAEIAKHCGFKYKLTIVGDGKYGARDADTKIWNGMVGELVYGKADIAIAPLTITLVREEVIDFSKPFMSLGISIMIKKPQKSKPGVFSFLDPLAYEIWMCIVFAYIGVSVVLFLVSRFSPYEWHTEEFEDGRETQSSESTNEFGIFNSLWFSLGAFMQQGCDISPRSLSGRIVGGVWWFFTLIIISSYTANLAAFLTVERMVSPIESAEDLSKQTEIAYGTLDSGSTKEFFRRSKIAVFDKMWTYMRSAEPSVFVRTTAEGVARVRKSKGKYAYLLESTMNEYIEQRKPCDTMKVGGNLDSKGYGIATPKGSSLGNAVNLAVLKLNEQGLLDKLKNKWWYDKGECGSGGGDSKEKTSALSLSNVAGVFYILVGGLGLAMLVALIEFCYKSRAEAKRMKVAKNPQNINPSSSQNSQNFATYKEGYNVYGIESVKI
GluA2 TARP mod agonism max-min: also measured in GluA2 TARP mod; calls as there; compound max-min signal; compound-alone response (agonism);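 unitless range of fluorescence divided by baseline over first 100 seconds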
GluA2 TARP mod glutamate slope: second read-out of GluA2 TARP mod, no call of its own (marks repeat the call); glutamate slope, % of max; measured here: glutamate response slope, % max;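 scaled per plate between vehicle wells and maximal 1 mM glutamate control wells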
Starred values were filed as active, the others as inactive; i = inactive; + = active, no number; & = joins results of further samples.

GluA2 TARP mod	GluA2 TARP mod agonism max-min	GluA2 TARP mod glutamate slope	molecule
i	0.17	50	COc1ccc(S(=O)(=O)N2CCN(c3ccc(N4CCCC4)nn3)CC2)cc1Cl
i	0.025	21	CCn1ccnc1N1CCN(CC(=O)Nc2cc(C)cc(C)c2)CC1
i	0.044&0.036	55&99	CCOc1ccccc1-n1nnnc1SCC(=O)Nc1ccccc1Cl
i	0.062	58	COc1cccc(-n2nnc3c(N4CCN(C(=O)c5c(F)cccc5Cl)CC4)ncnc32)c1
i	0.076	55	COc1ccc(C(=O)NNC(=O)c2cccn(Cc3ccc(F)cc3)c2=O)c(OC)c1
i	0.041	65	CCOc1ccc(-c2ccc(=O)n(CCNS(=O)(=O)c3ccc(F)cc3F)n2)cc1
i	0.083	53	Cc1ccc(N2CCCS2(=O)=O)cc1NC(=O)NCCCc1ccccc1
i	0.12	43	N#Cc1ccc(Cl)cc1NC(=O)C(=O)NCC(O)(c1cccs1)C1CC1 (centres undefined)
i	0.023	33	Cn1nnc2c(N3CCN(C(=O)COc4ccccc4)CC3)ncnc21
i	0.054	26	Cc1cc(-c2nnc(NC(=O)c3ccc(-c4ccccc4)cc3)o2)nn1C
i	0.063	36	CCOCCn1c(N2CCN(Cc3cc(C)ccc3C)CC2)nc2c1c(=O)[nH]c(=O)n2C
i	0.061&0.048	56&94	C/C(=C/C(=O)O)C(=O)Nc1nc(-c2ccc(C)cc2)c(C)s1
i	0.088	60	CCOc1ccc(CC(=O)Nc2nc3c(OC)cc([N+](=O)[O-])cc3s2)cc1
i	0.13	54	O=C(Nc1nc(CCC(=O)N2CCN(c3ncccn3)CC2)cs1)c1ccc[nH]c1=O
i	0.081	35	COCCOC(=O)C1=C(C)N=C2SCCC(=O)N2C1c1cccs1 (centres undefined)
i	0.077	74	CC(C)c1ccc(CC(=O)Nc2ccc(S(N)(=O)=O)cc2)cc1
i	0.042	68	CC(=O)c1ccc(NC(=O)CSc2c(C)cnc3c2c(=O)n(C)c(=O)n3C)cc1
i	0.14	61	CC1Cc2c(NC(=O)c3ccc([N+](=O)[O-])o3)nn(C)c2NC1=O (centres undefined)
i	0.038	58	COc1ccc2sc(N(Cc3ccccc3)C(=O)CCCS(=O)(=O)c3ccccc3)nc2c1
i	0.059	46	CNC(=O)C1Cc2ccccc2N1C(=O)NCc1ccc(Cl)cc1 (centres undefined)
i	0.061&0.075	51&95	Cc1ccc(-c2nnc(CN3CCN(Cc4ccccc4)CC3)o2)cc1
i	0.14	89	NC(=O)Cn1nnn(-c2ccc(NC(=O)Cc3ccc(Cl)cc3)cc2)c1=O
i	0.092	61	CCOC(=O)c1c(NC(=O)C2CCCCN2S(C)(=O)=O)sc(C)c1C (centres undefined)
i	0.12	62	O=C(NCCc1c[nH]c2ccccc12)C(=O)NCCc1c[nH]c2ccccc12
i	0.1	69	CN(C)C(CNS(=O)(=O)c1cccs1)c1ccco1 (centres undefined)

Molecules above that contain sulfur:
GluA2 TARP mod	GluA2 TARP mod agonism max-min	GluA2 TARP mod glutamate slope	molecule
i	0.17	50	COc1ccc(S(=O)(=O)N2CCN(c3ccc(N4CCCC4)nn3)CC2)cc1Cl
i	0.044&0.036	55&99	CCOc1ccccc1-n1nnnc1SCC(=O)Nc1ccccc1Cl
i	0.041	65	CCOc1ccc(-c2ccc(=O)n(CCNS(=O)(=O)c3ccc(F)cc3F)n2)cc1
i	0.083	53	Cc1ccc(N2CCCS2(=O)=O)cc1NC(=O)NCCCc1ccccc1
i	0.12	43	N#Cc1ccc(Cl)cc1NC(=O)C(=O)NCC(O)(c1cccs1)C1CC1 (centres undefined)
i	0.061&0.048	56&94	C/C(=C/C(=O)O)C(=O)Nc1nc(-c2ccc(C)cc2)c(C)s1
i	0.088	60	CCOc1ccc(CC(=O)Nc2nc3c(OC)cc([N+](=O)[O-])cc3s2)cc1
i	0.13	54	O=C(Nc1nc(CCC(=O)N2CCN(c3ncccn3)CC2)cs1)c1ccc[nH]c1=O
i	0.081	35	COCCOC(=O)C1=C(C)N=C2SCCC(=O)N2C1c1cccs1 (centres undefined)
i	0.077	74	CC(C)c1ccc(CC(=O)Nc2ccc(S(N)(=O)=O)cc2)cc1
i	0.042	68	CC(=O)c1ccc(NC(=O)CSc2c(C)cnc3c2c(=O)n(C)c(=O)n3C)cc1
i	0.038	58	COc1ccc2sc(N(Cc3ccccc3)C(=O)CCCS(=O)(=O)c3ccccc3)nc2c1
i	0.092	61	CCOC(=O)c1c(NC(=O)C2CCCCN2S(C)(=O)=O)sc(C)c1C (centres undefined)
i	0.1	69	CN(C)C(CNS(=O)(=O)c1cccs1)c1ccco1 (centres undefined)

Following part:
GluA2 TARP mod	GluA2 TARP mod agonism max-min	GluA2 TARP mod glutamate slope	molecule
i	0.091	58	CCOc1ccc2c(=O)c(Oc3ccccc3Br)coc2c1
i	0.036	26	COc1ccc(OC)c(NC(=O)CSc2ncnc3c2nnn3C)c1
i	0.13	43	O=C(Cn1ncccc1=O)NCCOc1ccc2nnc(-c3ccccc3)n2n1
i	0.11	66	COc1ccc(NC(=O)CCc2csc(NC(=O)c3cccs3)n2)cc1Cl
i	0.047	78	CCCCOc1ccccc1NC(=O)c1c(OC)cccc1OC
i	0.037	54	O=C(CCc1ccccc1)Nc1ccc(N2CCCS2(=O)=O)cc1
i	0.096	62	CCc1ccccc1Nc1ncnc2c1nnn2CC
i	0.11	70	COc1ccccc1C(=O)Oc1ccc2c(c1)O/C(=C\c1cc(OC)c(OC)c(OC)c1)C2=O
i	0.086	56	COc1ccc(Cc2nnc(SCC(=O)Nc3cc(C)ccc3OC)n2N)cc1
i	0.066	60	COc1cccc(OC)c1C(=O)Nc1cccc(-n2c(C)nc3ccccc3c2=O)c1
i	0.082	33	Cc1cccc(N2CC(C)Cn3c2nc2c3c(=O)n(CCN3CCOCC3)c(=O)n2C)c1 (centres undefined)
i	0.12	63	COC(=O)c1ccc(-c2csc(NC(=O)C3CCCN3S(C)(=O)=O)n2)cc1 (centres undefined)
i	0.075	43	COc1cc(C)c(Cl)c(C)c1S(=O)(=O)N1CC(C)OC(C)C1 (centres undefined)
i	0.086	73	COc1ccc(Cc2nnc(C3CCN(C(=O)/C=C/c4ccco4)CC3)s2)cc1
i	0.06	52	CC(C)C(=O)N1CCCc2ccc(NC(=O)C(=O)NCc3cccs3)cc21
+	0.13*	34*	COc1ccc2nc(N(CCN3CCOCC3)C(=O)c3ccc(Br)s3)sc2c1
i	0.13	43	Clc1ccccc1-c1nnc(-c2cccnc2)o1
i	0.073	34	O=C(NCCn1nc(-c2ccc(Cl)cc2)ccc1=O)NC1CCCCC1
i	0.051	72	Cc1ccc(NC(=O)c2ccc(S(=O)(=O)N(C)c3ccccc3)cc2)c(C(=O)c2ccccc2)c1
i	0.06	42	Cc1ccc(S(=O)(=O)N2CCN(c3ncnc4c3nnn4C)CC2)c(C)c1
i	0.19	55	Cn1cccc1C(O)CNC(=O)Nc1cccc(C(F)(F)F)c1 (centres undefined)
i	0.039	41	CCn1nnc2c(SCC(=O)Nc3ccc4c(c3)OCO4)ncnc21
i	0.056	56	Cc1ccc(C)c(CSC2=NCCN2)c1
+	0.052*	48*	Cc1ccc(C)c(CN2C(=O)N(c3cc(C)ccc3C)C3CS(=O)(=O)CC32)c1 (centres undefined)
i	0.082	69	CCCCCNC(=O)c1snc(C(=O)N2CCCC2)c1N

Other results.
GluA2 TARP mod	GluA2 TARP mod agonism max-min	GluA2 TARP mod glutamate slope	molecule
i	0.068	48	CCc1nnc2ccc(N3CCN(S(=O)(=O)CCc4ccccc4)CC3)nn12
i	0.14	57	COC(=O)c1sccc1S(=O)(=O)NC1CCCC(O)C1 (centres undefined)
i	0.046	43	CCCNC(=O)c1ccccc1N
i	0.12	60	O=C(NCCC1=CCCCC1)C(=O)NCC1CCN(c2ncccn2)CC1
i	0.096	62	COc1ccc(CC(=O)NCCCn2nc(-c3ccc(Cl)cc3)ccc2=O)cc1OC
i	0.089	27	O=C(CCCc1ccccc1)N1CCC2(CC1)NC(=O)N(Cc1ccc(F)cc1)C2=O
i	0.06	50	COc1ccc2nc(N(CCN3CCOCC3)C(=O)CCc3ccccc3)sc2c1
i	0.05	45	COc1ccccc1CNC(=O)c1ccc(S(=O)(=O)c2ccc(C)c(C)c2)nc1
i	0.13	59	CC(O)(CNC(=O)C(=O)NCc1cccs1)c1ccc(-c2ccccc2)cc1 (centres undefined)
i	0.068	57	COC(=O)C1=C(NC(=O)c2ccc(C(C)(C)C)cc2)CCS1
i	0.064	72	COc1cc(Cl)c(C)cc1NC(=O)c1ccccc1Cl
i	0.086	60	COc1ccc(OC)c(NC(=O)CSc2cc(N3CCN(c4ccccc4F)CC3)ncn2)c1
i	0.093	49	O=C(Nc1ccc(N2CCCC2=O)cc1)C1CCCC1
i	0.096	60	COc1ccc(Cl)cc1NC(=O)C(=O)N1CCN(c2ccccc2F)CC1
i	0.072	57	O=C(NCc1ccc(F)cc1)c1ccc(C2Nc3cc(C(F)(F)F)ccc3S(=O)(=O)N2)cc1 (centres undefined)
i	0.048	45	O=C(NCC1COC2(CCCC2)O1)C(=O)Nc1cccc(Cl)c1 (centres undefined)
i	0.071	55	CCN1CCN(CC(=O)Nc2ccc(C)cc2C)C(=O)C1=O
i	0.033	48	O=C(Cn1c(=O)n(Cc2cccs2)c(=O)c2ncccc21)NC1CCCCC1
i	0.087	42	COc1cc(OC)cc(C(=O)N(CCCn2ccnc2)c2nc3ccccc3s2)c1
i	0.11	49	CCc1ccc(NC(=O)c2cccc(N3CCCS3(=O)=O)c2)cc1
i	0.074	77	CCc1nnc(NS(=O)(=O)c2ccc(NC(=O)C3CCCCC3)cc2)s1
i	0.073	48	COCCNC(=O)Cc1ccc(NC(=O)c2ccco2)cc1
i	0.092	57	Cc1nc(NC(=O)c2ccc(S(=O)(=O)N(C)Cc3ccccc3)cc2)sc1C
i	0.11	39	COc1cn(CC(=O)Nc2cccc(C)c2)c(CSc2ccc(F)cc2)cc1=O
i	0.086	55	COc1ccc(C(=O)CC2OC(=O)c3ccccc32)cc1OC (centres undefined)

Additional records.
GluA2 TARP mod	GluA2 TARP mod agonism max-min	GluA2 TARP mod glutamate slope	molecule
i	0.075	69	CCc1ccc(S(=O)(=O)c2nnn3c2nc(NCCNC(C)=O)c2cc(Cl)ccc23)cc1
i	0.052	55	O=C(Nc1ccc(F)c(Cl)c1)C(=O)NC1CCCCC1
i	0.098	64	CCOC(=O)CCC(=O)Nc1ccc2c(c1)CCCN2C(=O)c1ccccc1
i	0.11	61	CC(C)(C)NC(=O)N1CCC(CNC(=O)c2ccccc2F)CC1
i	0.11	42	Cc1cc(C(=O)NCC(c2ccsc2)N(C)C)no1 (centres undefined)
i	0.077	61	CC(C)CS(=O)(=O)NCC1CCN(c2ncccn2)CC1
i	0.077	49	COc1ccc(S(=O)(=O)Nc2ccc(C)c(N3CCCC3=O)c2)c(OC)c1
i	0.065	59	COCc1cnc2c(c1SCC(=O)Nc1cc(C)on1)c(=O)n(C)c(=O)n2C
i	0.083	24	Cc1nn(-c2ccccc2)c(OC(=O)CCc2ccccc2)c1S(=O)(=O)c1ccccc1
i	0.065	52	CSc1ncccc1C(=O)N1CCC(CNC(=O)/C=C/c2ccccc2)CC1
i	0.11	59	CCN(C1CCCCC1)S(=O)(=O)c1ccc(C(=O)Nc2ccc([N+](=O)[O-])cc2OC)cc1
i	0.14	65	CC(C)C(=O)Nc1ccc(S(=O)(=O)Nc2ccc3c(c2)CCCN3C(=O)c2ccccc2)cc1
i	0.14	48	COc1ccc(N2C(=O)N(c3cccc(Br)c3)C3CS(=O)(=O)CC32)cc1 (centres undefined)
i	0.12	37	COc1ccc(OC)c(COCC(O)CN2CCC(Cc3ccccc3)CC2)c1 (centres undefined)
i	0.13	70	CN(C1CCCC1)S(=O)(=O)c1ccc(C(=O)Nc2ccc3c(c2)OCCO3)cc1
+	0.24*	68*	CCCCCCCCCn1c(N2CCNCC2)nc2c1c(=O)[nH]c(=O)n2C
+	0.1*	40*	CCN(CC)S(=O)(=O)CCNC(=O)c1ccccc1
i	0.084	48	CC(=O)Nc1ccc(OCC(O)CN2CCOCC2)cc1 (centres undefined)
i	0.058	42	COc1ccc(-c2cc(CC(=O)Nc3ccccc3F)no2)cc1OC
i	0.083	51	CCCCn1c(=O)c2c(nc3n2CCCN3c2cc(OC)ccc2OC)n(C)c1=O
i	0.13	51	CCOc1ccc(NS(=O)(=O)c2cccc(OC)c2)cc1
i	0.075	65	COC(=O)c1ccccc1NC(=O)Cn1c(=O)c(CNc2ccccc2)cc2ccc(OC)cc21
i	0.1	46	COc1ccc(S(=O)(=O)N2CCC(C(=O)Nc3nnc(-c4ccccc4Cl)o3)CC2)cc1
i	0.12	64	C=CCN(CC=C)S(=O)(=O)c1ccc(C(=O)N2CCc3ccccc32)cc1
i	0.071	60	CCc1ccc(NC(=O)/C=C/c2ccccc2OC)cc1

(list continues)
GluA2 TARP mod	GluA2 TARP mod agonism max-min	GluA2 TARP mod glutamate slope	molecule
i	0.052	50	O=C(Nc1cccc(Cl)c1Cl)c1ccc(=O)n(Cc2cccc([N+](=O)[O-])c2)c1
i	0.067	-2	COc1ccc(-c2csc3nc(C(C)C)oc(=O)c23)cc1OC
i	0.059	36	CC(=O)N1CCc2c(sc(NC(=O)COc3ccc(Cl)cc3)c2-c2nc3ccccc3s2)C1
i	0.1	58	COC(=O)c1ccc(NC(=O)c2cc(-c3cccs3)nn2C)cc1
i	0.073	63	O=C(NCC1(O)CCCC1)c1ccc(Cl)cc1Cl
i	0.098	64	CN(C)C(=O)Nc1cn(C)c2ccccc12
i	0.11	50	O=C(NCCCn1nc(-c2ccc(Cl)cc2)ccc1=O)Nc1ccc(F)c(F)c1
i	0.072	62	CN(C)C(CNC(=O)COc1ccccc1F)c1cccc2ccccc12 (centres undefined)
i	0.071	43	CC(=O)N1CCN(c2ccnc3c2c(=O)n(Cc2ccc(Cl)cc2)c(=O)n3C)CC1
i	0.11	73	Cc1cccc(NC(=O)CSc2cc(C)c(C#N)c3nc4ccccc4n23)c1

An excerpt; rates above refer to the full screens.
